# Source: PubChem BioAssay (National Center for Advancing Translational Sciences (NCATS))
# HEK293 viab: GF-AFC viability counterscreen for inhibitors of alpha-synuclein gene (SNCA) expression; 0.12% of 150,000 active; Potency, µM (doses to about 57.1 µM), inactives show top-dose activity change, negative = cytotoxicity, actives largely listed as cytotoxic; HEK-293-SNCA-luc viability, GF-AFC fluorescence, 24 h; AID 1671193, 2021;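 note: potency is the fitted concentration of half-maximal effect; 0% = DMSO-treated cells and -100% = medium-only wells without cells; nearly all actives have a fitted effect of over 30% in size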
#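 HEK-293-SNCA-luc cells (1500/well) plated 24 h, then exposed 24 h to a dilution series; GF-AFC added 30 min at 37C, fluorescence 405/540 nm; normalised to medium-only and DMSO wells, Hill fit.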
# 3T3 cytotox: Cytotoxic Profiling in NIH 3T3 Cell Line of Diverse Libraries Using Quantitative High-Throughput Screening; AID 1345082, 2018; Potency, µM (doses to about 96.7 µM), inactives show at the top dose activity change, negative = cytotoxicity, most hits filed as inhibitors; 4.3% of 94,000 active; NIH 3T3 viability, CellTiter-Glo ATP luminescence, 48-72 h; note: potency is the fitted concentration of half-maximal effect; nearly all actives have a fitted effect of over 55% in size
#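 First NIH 3T3 cells are plated at 400 cells/well; next compound is pinned in; then plates incubate 48 or 72 hr at 37 °C; finally CellTiter-Glo is added and luminescence read after 10 min.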
# GPT2 inhibitor: Primary qHTS assay for inhibitors of Glutamate pyruvate transaminase 2 (GPT2) | Alanine aminotransferase 2 (Homo sapiens), Q8TD30 | Recombinant GPT2, coupled pyruvate oxidase/HRP Amplex Red fluorescence | Potency, µM (doses to about 57.7 µM), inactives show at the highest dose activity change, negative = inhibition, most hits filed as inhibitors | 0.25% of 100,000 active; note: potency is the fitted concentration of half-maximal effect; nearly all actives have a fitted effect of over 60% in size; many of its hits are not listed in these tables
# Target sequence (Q8TD30 whole entry, looked up): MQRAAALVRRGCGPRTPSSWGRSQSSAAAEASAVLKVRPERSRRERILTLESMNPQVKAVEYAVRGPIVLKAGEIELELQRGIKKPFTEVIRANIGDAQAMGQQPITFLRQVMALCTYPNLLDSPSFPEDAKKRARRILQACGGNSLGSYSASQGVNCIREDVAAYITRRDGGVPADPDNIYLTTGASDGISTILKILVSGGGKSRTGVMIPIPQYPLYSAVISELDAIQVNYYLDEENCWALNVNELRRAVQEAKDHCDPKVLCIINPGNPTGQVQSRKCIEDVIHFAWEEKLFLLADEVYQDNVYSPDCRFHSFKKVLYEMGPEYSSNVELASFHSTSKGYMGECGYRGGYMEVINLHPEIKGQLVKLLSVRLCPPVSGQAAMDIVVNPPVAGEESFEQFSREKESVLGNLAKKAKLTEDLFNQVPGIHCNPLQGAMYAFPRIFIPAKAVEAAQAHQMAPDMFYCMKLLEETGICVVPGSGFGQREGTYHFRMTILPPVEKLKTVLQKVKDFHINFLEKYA
#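 Recombinant GPT2 (10ng/uL) with 250uM a-KG and 2mM L-alanine, 30 min at room temperature, in HEPES pH 7.5 buffer. Pyruvate detected by pyruvate oxidase/HRP/Amplex Red fluorescence after 30 min in the dark; AOA (50uM) as positive control.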
# FLuc inh: Firefly luciferase inhibition profiling of diverse chemical library using quantitative high-throughput screening; Luciferin 4-monooxygenase (Photinus pyralis), P08659; purified P. pyralis luciferase, luminescence, biochemical; Potency, µM (series often up to 115 µM), for inactives: at the highest dose activity change, negative = inhibition, actives largely listed as inhibitors; 2.5% of 76,000 active; note: potency is the fitted concentration of half-maximal effect; nearly all actives have a fitted effect of over 65% in size
# Target sequence (P08659 whole entry, looked up): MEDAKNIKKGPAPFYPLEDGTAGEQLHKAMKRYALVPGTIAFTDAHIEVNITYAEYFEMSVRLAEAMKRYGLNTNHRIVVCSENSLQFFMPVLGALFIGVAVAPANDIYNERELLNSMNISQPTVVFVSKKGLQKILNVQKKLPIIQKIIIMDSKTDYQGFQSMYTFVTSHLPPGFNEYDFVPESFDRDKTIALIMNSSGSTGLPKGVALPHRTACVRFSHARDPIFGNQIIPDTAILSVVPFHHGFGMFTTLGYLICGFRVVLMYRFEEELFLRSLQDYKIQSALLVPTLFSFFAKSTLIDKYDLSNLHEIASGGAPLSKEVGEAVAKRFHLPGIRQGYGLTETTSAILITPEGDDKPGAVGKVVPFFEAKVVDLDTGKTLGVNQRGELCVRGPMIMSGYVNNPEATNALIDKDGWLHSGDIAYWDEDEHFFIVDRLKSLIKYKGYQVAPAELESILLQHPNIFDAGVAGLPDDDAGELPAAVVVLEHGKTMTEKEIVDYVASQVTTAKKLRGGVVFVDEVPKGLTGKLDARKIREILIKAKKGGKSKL
#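 Biochemical qHTS: compound (6-point titration) added to 10uM D-luciferin plus 10uM ATP in Tris acetate pH 7.5 buffer with Mg, Tween-20 and BSA, then purified enzyme at 10nM; light output imaged.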
# SNCA expr inhib: Primary qHTS assay for inhibitors of alpha-synuclein gene (SNCA) expression. AID 1671194, 2021. HEK-293 SNCA-luciferase knock-in, luminescence, 24 h. Potency, µM (series often up to 57.2 µM), for inactives: at the top dose activity change, negative = inhibition, hits mostly inhibitors. 0.17% of 140,000 active;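 note: potency is the fitted concentration of half-maximal effect; plate controls were DMSO cells for no effect and cell-free wells for full effect; nearly all actives have a fitted effect of over 45% in size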
# HEK293 tox: Cytotoxic Profiling in HEK 293 Cell Line of Diverse Libraries Using Quantitative High-Throughput Screening. HEK 293 viability, ATP luminescence (CellTiter-Glo), 48-72 h. Potency, µM (doses to about 115 µM), inactives show at the highest dose activity change, negative = cytotoxicity, actives largely listed as inhibitors. 6.6% of 94,000 active. AID 1345083, 2018; note: potency is the fitted concentration of half-maximal effect; nearly all actives have a fitted effect of over 60% in size
#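 qHTS cytotoxicity; HEK 293, 250 cells/well; compound pinned; 48 or 72 hr, 37 degree Celsius, 5% CO2, 95% humidity; CellTiter-Glo, 10 min RT; luminescence (ATP).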
# IP6K1 inh: Primary qHTS assay for small molecule inhibitors of Inositol hexaphosphate kinase 1 (IP6K1) | Inositol hexakisphosphate kinase 1 (Homo sapiens), Q92551 | 0.81% of 140,000 active | IP6K1 kinase, ADP-Glo luminescence, 2 h; stronger effect = lower value | activity change, % (series mostly up to about 58 µM); in the data active = activity change below about -25%
#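 ADP-Glo luminescence measures ADP made by human IP6K1 during a 2 h RT reaction with ATP/IP6 (mix at 1.3 mM/130 uM); top library doses 57.5 and 19.1 uM final.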
# An asterisk follows results filed as active; i = inactive; ? = inconclusive; . = no result given; & = joins results of further samples; [ ] = another dose, or the depositor's remark. Unless noted, calls come from the whole dose curve; as a rule, active = well fitted curve in the direction sought with a large enough effect; inconclusive = small, poorly fitted or top-dose-only effect, or another doubt; inactive = no such curve, though single readings can be large; an effect the other way counts as inactive or inconclusive. Unless noted, % is set by controls: 0 for no effect and ±100 for the full control effect.
# Start of the data: the first four entries as a preview:
SMILES,HEK293 viab,3T3 cytotox,GPT2 inhibitor,FLuc inh,SNCA expr inhib,HEK293 tox,IP6K1 inh
Cc1ccc(CN(C(=O)c2ccc(OCC(C)C)cc2)c2ccccn2)o1,?,.,.,.,136%[activator],.,13
Cc1nn(CC(=O)N2CCC(C)CC2)c(=O)c2cc3occc3n12,?,.,.,.,8%,.,-2
Cc1cccc(-c2ccc3c(c2)C(=O)N2CC[C@H](NC(=O)CCC(=O)O)[C@H]2C(=O)N3)c1C,-9%,i,-2%,2%,-8%,-3%,0
O[C@@H]1C[C@@H](c2nnc3n2CCN(Cc2ccc4[nH]ccc4c2)C3)N(Cc2ccccc2)C1,4%[12.5 µM],-25%,i,-9%,?,0%,-7

# The whole of this part, from the start:
SMILES,HEK293 viab,3T3 cytotox,GPT2 inhibitor,FLuc inh,SNCA expr inhib,HEK293 tox,IP6K1 inh
Cc1ccc(CN(C(=O)c2ccc(OCC(C)C)cc2)c2ccccn2)o1,?,.,.,.,136%[activator],.,13
Cc1nn(CC(=O)N2CCC(C)CC2)c(=O)c2cc3occc3n12,?,.,.,.,8%,.,-2
Cc1cccc(-c2ccc3c(c2)C(=O)N2CC[C@H](NC(=O)CCC(=O)O)[C@H]2C(=O)N3)c1C,-9%,i,-2%,2%,-8%,-3%,0
O[C@@H]1C[C@@H](c2nnc3n2CCN(Cc2ccc4[nH]ccc4c2)C3)N(Cc2ccccc2)C1,4%[12.5 µM],-25%,i,-9%,?,0%,-7
O=C(NC1CCCCC1)c1cc(Nc2ccccc2)nc2ccccc12,7%,.,.,.,2%,.,15
CN1C(=O)C2(CCN(C(=O)c3ccc(C(F)(F)F)cc3)C2)c2ccccc21 (centres undefined),-2%,-23%,-6%,0%,0%,?,5
O=C(COc1ccccc1)Nc1ccc2nc(SCC(=O)N3CCc4ccccc43)sc2c1,-13%,.,.,.,-6%,.,-14
Cn1nccc1CN1CCC2(CNc3ccccc3[S+](=O)([O-])N2)C1 (centres undefined),-9%[87.6 µM],-21%[138 µM],3%[88.5 µM],-12%[172 µM],36%[activator][87.6 µM],-19%[172 µM],15
COc1ccc(N2CCN(C(CNS(=O)(=O)c3ccc(OC)c(C)c3)c3ccco3)CC2)cc1 (centres undefined),13%,.,.,.,-23%,.,-7
COc1ccc(N(Cc2nnc3n2CCCCC3)C(=O)Nc2ccc(Cl)cc2)cc1Cl,1%,.,.,.,6%,.,-8
CC(=O)Nc1ccc(CN2CCC(c3nc4ccc(C)cc4c(=O)[nH]3)CC2)cc1,6%&5%,1%,1%,4%,6%&-9%,0%&1%,-2&-13
COc1cccc(CN2C(=O)C3(CCOCC3)CC2c2nnnn2C(C)(C)C)c1 (centres undefined),-9%,-12%,i,2%,-3%,-6%,4
Cc1nn(-c2ccccc2)c2c1C(C(C)C)N(C1CN(C(=O)Cc3cccc(Cl)c3)C1)C2=O (centres undefined),.,25µM*,.,.,.,25µM*,13
NS(=O)(=O)c1ccc(CCNC(=O)c2nnn3c2COC(c2ccc(F)cc2)C3)cc1 (centres undefined),9%,-21%,i,4%,?,?,17
Cc1ccc(CN2CCCn3nc(C(=O)NCCC(C)C)cc3C2=O)cc1,13%,.,.,.,8%,.,-14
COc1ccccc1N1CCN(c2ccc3cc(S(=O)(=O)N4CCCCC4)ccc3n2)CC1,-3%,.,.,.,9%,.,34
CC(C)C(=O)NCCNC(=O)c1ccc(-c2cccc(C(F)(F)F)c2)cc1,.,-23%,.,.,.,?,13
CCOc1ccc(C(=O)N2CC(COC)C3(CCNCC3)C2)cc1OCC (centres undefined),-11%,i,-1%,5%,6%,-7%,-3
COc1cc(=O)n2c(c1C(=O)Nc1ccc(Cl)cc1Cl)CCCC2,6%,-23%,i,2%,-11%,-28%,-6
Cn1ncc2c(C(=O)NCc3cccc(C(F)(F)F)c3)cc(-c3ccc(C(F)(F)F)cc3)nc21,.,-2%,.,.,.,-7%,-10
Cc1c(-c2nc(-c3ccc4c(c3)OCO4)no2)nnn1-c1ccc(Br)cc1F,5%,.,.,.,40%[activator],.,1
CS(=O)(=O)N(C1CCOCC1)C1CN(C(=O)CCc2c[nH]c3ccccc23)C1,5%,2%,5%,-8%,5%,?,0
O=C(NCc1ccc(Cl)cc1)c1cc2cccnn2n1,6%[87.6 µM],?,4%[88.5 µM],45µM*,-5%[87.6 µM],?,-1
O=C(Cn1ccn2nc(-c3ccccc3)c(CO)c2c1=O)Nc1cccc(C(F)(F)F)c1,-13%,-11%,-1%,-2%,-28%,?,8
CCOc1ccc(CNC(=O)Cn2c(=O)c3cccn3c3ccc(F)cc32)cc1,16%,.,.,.,2%,.,6

# Compound profiles, from the list above. Screens in order: HEK293 viab, 3T3 cytotox, GPT2 inhibitor, FLuc inh, SNCA expr inhib, HEK293 tox, IP6K1 inh
# CS(=O)(=O)N(C1CCOCC1)C1CN(C(=O)CCc2c[nH]c3ccccc23)C1 in the list: 5%, 2%, 5%, -8%, 5%, ?, 0
# O=C(NC1CCCCC1)c1cc(Nc2ccccc2)nc2ccccc12 in the list: 7%, ., ., ., 2%, ., 15

# Next section.
SMILES,HEK293 viab,3T3 cytotox,GPT2 inhibitor,FLuc inh,SNCA expr inhib,HEK293 tox,IP6K1 inh
CC(C)CCN1CC[C@@H]2OCC(=O)N(Cc3ccccc3)[C@H]2CC1,-4%[87.6 µM],?,-2%[88.5 µM],-5%[172 µM],4%[87.6 µM],?,-3
CCOC(=O)c1c(NC(=O)c2cc3nc(-c4ccc(OC)cc4)cc(C(F)(F)F)n3n2)sc2c1CCC(C)C2 (centres undefined),-7%,.,.,.,38%[activator],.,-9
CC(=O)N1CCOc2cc(S(=O)(=O)NC(C)c3ccccc3)c(Cl)cc21 (centres undefined),9%,.,.,.,14%,.,12
Cc1ccccc1CSc1nc2ccsc2c(=O)n1CCC(C)C,5%,.,.,.,-9%,.,3
Fc1ccccc1Nc1ccnc(N2CC3CCC(C2)N3CC(F)(F)F)n1,-5%,?,-18%,.,?,?,6
CC(C)C(=O)NC1CN(c2ccnc3ccnn23)C1,11%[87.6 µM],-23%[138 µM],1%[88.5 µM],.,6%[87.6 µM],2%[172 µM],-5
CCCN1C(=O)C2(c3ccccc31)c1c(oc3ccc(F)cc3c1=O)C(=O)N2CCCOC(C)C (centres undefined),5%,.,.,.,-3%,.,-5
O=C(O)c1cc(-c2cn[nH]c2)cc(S(=O)(=O)N2CCSCC2)c1,6%,-15%,-11%,9%,-13%,-20%,13
COc1ccc(C)cc1NC(=O)c1cc(S(=O)(=O)N2CCN(c3cccc(C)c3C)CC2)ccc1F,4%,.,.,.,20%,.,23
CCC(=O)N1CCc2cc(Br)cc(S(=O)(=O)CCC(=O)N3CCN(c4cc(C)ccc4C)CC3)c21,2%,.,.,.,-12%,.,-4
O=[S+]([O-])(Nc1cccnc1)c1ccc2c(c1)OCCN(Cc1ccsc1)C2,5%[87.6 µM],?,i,-9%[172 µM],0%[87.6 µM],?,2
Cc1ccccc1Cn1cc(-c2ccncc2)cc1C(=O)N1CCCC1,18%,-27%,i,-1%,-6%,?,-7
COC(=O)[C@H](Cc1ccc(OC)cc1)NC(=O)[C@H]1CN(C(=O)c2ccc(N(C)C)cc2)CCN1S(=O)(=O)c1ccccc1,?,?,i,-16%,?,?,2
O=C(NCC1CCCCC1)C1CCCN(c2ccnc3ccnn23)C1 (centres undefined),-22%,?,i,.,7%,?,2
O=C(Nc1ccccc1F)N1CCCC(c2nc(C3CCOCC3)no2)C1 (centres undefined),-11%,-4%,-3%,-10%,-22%,2%,2
COc1ccc(NC(=O)CSc2nc3ccccc3n2CC(=O)NCc2ccc(F)cc2)cc1,?,.,.,.,0%,.,-2
COC(=O)c1ccc2nc(C[C@@H]3C[C@@H](C(C)C)[C@H](CNC(=O)CC(C)(C)CC(=O)O)C=C3C)[nH]c2c1,0%,?,-7%,-6%,-1%,?,14
C#CCN(C)CC[C@@H]1CC[C@H](O)[C@@H](C(=O)Nc2ccccc2)O1,-1%[87.6 µM],-3%[174 µM],-9%[88.5 µM],-1%[172 µM],16%[87.6 µM],-1%[172 µM],-7
COc1ccc(-c2nc3scc(CCNS(=O)(=O)c4ccc(F)c(C(F)(F)F)c4)n3n2)cc1OC,?,.,.,.,11%,.,7
NC(N)=NS(=O)(=O)c1ccc(N)cc1,5%[23.9 µM],.,i,.,-10%[25.6 µM],.,9
CN1CC(=O)N(C2CCCC2)Cc2c1ncnc2N1CCN(Cc2ccccc2)CC1,1%,-28%,i,-7%,9%,-19%,-9
Nc1ccccc1CN1CCCC2(Cc3ccccc3CNC2=O)C1 (centres undefined),-10%,-18%,i,.,3%,?,-6
COc1cc(CN2CCC(C)(c3noc(C4CCOCC4)n3)CC2)cc(OC)c1,-7%,-8%,?,0%,26%,-4%,-14
COCCOC1CCOC2(CCN(C(=O)NCCc3ccccc3)CC2)C1 (centres undefined),0%[12.5 µM],4%,2%,?,134%[activator],?,3
COc1ccc(N2C(=O)[C@@H]3Cc4nc[nH]c4CN3C2=O)cc1,8%[87.6 µM],-8%[174 µM],-16%[88.5 µM],0%[172 µM],18%[87.6 µM],0%[172 µM],1

# Other entries
SMILES,HEK293 viab,3T3 cytotox,GPT2 inhibitor,FLuc inh,SNCA expr inhib,HEK293 tox,IP6K1 inh
Cc1ccsc1CN(Cc1ccco1)C(=O)c1ccc(Cl)cc1,26%,.,.,.,-22%,.,13
Cc1ccc2oc3c(c(=O)c2c1)C(c1cccc(O)c1)N(Cc1ccccc1Cl)C3=O (centres undefined),22%,.,.,.,-2%,.,-6
Cc1ccc(CNC(=O)CC(C)S(=O)(=O)c2cc3c(cc2C)NC(=O)CO3)cc1 (centres undefined),5%,.,.,.,35%[activator],.,17
Cn1cc(CN2CCN(C(=O)c3c[nH]c4ccccc34)CC2)ccc1=O,10%,-16%,i,32µM*,80%[activator],-30%,-4
CCN1CCN(C(c2ccccc2)c2c(O)cc(C)n(CCOC)c2=O)CC1 (centres undefined),12%,.,.,.,7%,.,39
COc1ccc2c(c1)OCC(C(=O)NCCCN1CCCc3ccccc31)C2 (centres undefined),4%,?,-5%[11.5 µM],9%,11%,?,16

# A different layout for part of the listing above.
Compound	HEK293 viab	3T3 cytotox	GPT2 inhibitor	FLuc inh	SNCA expr inhib	HEK293 tox	IP6K1 inh
Cc1ccc(CNC(=O)CC(C)S(=O)(=O)c2cc3c(cc2C)NC(=O)CO3)cc1 (centres undefined)	5%	.	.	.	35%[activator]	.	17
CCN1CCN(C(c2ccccc2)c2c(O)cc(C)n(CCOC)c2=O)CC1 (centres undefined)	12%	.	.	.	7%	.	39
